Assay outcomes (PubChem)
hcGAS inh = Primary biochemical luminescence assay for human cyclic GMP-AMP synthase inhibitors; AID 1259398, 2018; inhibition, % at 12.5 µM; 290,000 tested, 0.081% active; Q8N884; recombinant h-cGAS, ATP depletion, Kinase-Glo luminescence;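 note: 0% = vehicle reaction and 100% = reaction without DNA for no activity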
Target sequence (Q8N884 whole entry, looked up): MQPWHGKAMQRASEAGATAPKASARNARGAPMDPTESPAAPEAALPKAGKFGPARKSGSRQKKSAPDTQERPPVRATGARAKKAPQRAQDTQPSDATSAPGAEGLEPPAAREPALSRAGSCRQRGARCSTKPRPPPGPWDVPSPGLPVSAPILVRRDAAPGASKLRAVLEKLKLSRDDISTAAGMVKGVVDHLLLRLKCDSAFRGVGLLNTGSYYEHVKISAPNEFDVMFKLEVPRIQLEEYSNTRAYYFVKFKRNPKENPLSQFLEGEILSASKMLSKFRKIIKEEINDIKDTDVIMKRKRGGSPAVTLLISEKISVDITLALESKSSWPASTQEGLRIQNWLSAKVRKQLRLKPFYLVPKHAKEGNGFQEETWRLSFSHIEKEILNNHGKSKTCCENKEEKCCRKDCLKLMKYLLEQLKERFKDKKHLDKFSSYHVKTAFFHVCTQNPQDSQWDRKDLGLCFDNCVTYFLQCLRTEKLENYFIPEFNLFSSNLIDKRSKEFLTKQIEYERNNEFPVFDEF
NPYLR7 agonist = agonists of mosquito NPYLR7 receptor, primary screen, cell-based, Aedes aegypti, calcium fluorescence, mosquito biting behavior. Aedes aegypti neuropeptide Y-like receptor 7 (NPYLR7). HEK293T NPYLR7/Galpha15, GCaMP6s calcium fluorescence. activation, % at 10 µM. 270,000 tested, 0.15% active; in the data active = activation above about 40%;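 note: 0% = vehicle and 100% = reference agonist at the receptor; some compounds past the cut are filed as inactive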
mcGAS lum = cyclic GMP-AMP synthase inhibitors, mouse, primary biochemical chemiluminescence. Q8C6L5. recombinant cGAS, Kinase-Glo ATP depletion luminescence. inhibition, % at 12.5 µM. 160,000 tested, 0.15% active. AID 1259399, 2018;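 note: 0% = negative control wells and 100% = reference inhibitor with no enzyme activity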
An asterisk follows results filed as active; / = no result given; & = joins results of further samples. Cut-off read from the data, not from the text of the source, unless noted: active = inhibition above about 40%; inactive = the rest.

(1) CCCOC1CCCN(C(=O)c2ccccc2C)C1 (stereo not given)
(2) COCCNC(=O)C1(C)CCN1C(=O)Cc1cccs1 (stereo not given)
(3) Cn1nc(C(F)(F)F)cc1C(=O)N1CCCCC1CCN1CCCC1 (stereo not given)
(4) CCOC(=O)c1sc(N2C(=O)C(O)=C(C(=O)c3ccco3)C2c2ccc(Cl)cc2)nc1C (stereo not given)
(5) CCn1c(SCC(=O)Nc2cccc(C)c2C)nnc1-c1cccn(C)c1=O
(6) O=C1NCCN1CCn1ccnc1-c1ccc(CO)o1
Assay by compound	1	2	3	4	5	6
hcGAS inh	0	-5	-13	4	-9	-5
NPYLR7 agonist	-3	1	/	-3	4	5
mcGAS lum	/	-3	-6	-1	/	/

(7) CN1CCC(N2CCN(CC(F)(F)F)c3ccccc32)C1=O (stereo not given)
(8) Cc1cc(NC(=O)COc2ccc(Cl)cc2Cl)n(-c2nc(C)c(C)c(=O)[nH]2)n1
(9) CC1(C)Cc2nc(NC(=S)Nc3ccccc3)c(C(=O)O)cc2CO1
(10) CCOC(=O)N1CCN(C(=O)c2ccc(C#CC(C)(C)O)cc2)CC1
(11) O=C(c1sccc1S(=O)(=O)N1CCCC1)N1C[C@H]2CC=CC[C@H]2C1
(12) Cc1ccc(-c2nc3scc(CCNS(=O)(=O)c4cccs4)n3n2)cc1
Assay by compound	7	8	9	10	11	12
hcGAS inh	2	-9	2	-4	-8	-3
NPYLR7 agonist	4	12	-18	19	7	-7
mcGAS lum	/	-9	/	-8	/	-8

(13) CCCc1cc(C(=O)OCC)nn1C1CCN(C(=O)c2cc(OC)c(OC)c(OC)c2)CC1
(14) COC(C(=O)N(C)Cc1ccc(C)o1)c1ccccc1 (stereo not given)
(15) CCC1CCC(C(=O)NCC(=O)N2CCC(CN)C2)CC1 (stereo not given)
(16) CCOc1ccccc1-n1c(=O)[nH]c2c(C(N)=O)nc(-c3ccc(OC)cc3)nc21
(17) O=C(C1CCCC1)N1CCCC(N2CCN(c3ccc(F)cc3)CC2)C1 (stereo not given)
(18) O=C(/C=C/c1ccc2c(c1)OCCO2)Nc1ccc2[nH]c(=O)[nH]c2c1
Assay by compound	13	14	15	16	17	18
hcGAS inh	-6	-3	-4	-10	-2	-4
NPYLR7 agonist	4	3	4	9	2	7
mcGAS lum	-7	/	/	/	/	/

(19) CNc1cccc(-c2ccc(N3CCN(C)CC3)nc2)n1
(20) Cc1ccc(OCC(=O)OCC(=O)NCCC2=CCCCC2)cc1C
(21) CN(CC12CC3CC(CC(C3)C1)C2)c1cnn(C)c(=O)c1Cl
(22) CN(CCCN1CCOC1=O)Cc1cccc2ccccc12
(23) C=CCn1nc(C(=O)N2CCSCC2)c2c1CCC(NCc1cc(-c3ccccc3)on1)C2 (stereo not given)
(24) COc1cc(NC2=CC(=O)CC(c3ccc(F)cc3)C2)c(OC)cc1Cl (stereo not given)
Assay by compound	19	20	21	22	23	24
hcGAS inh	-18	-1	-7	-2	-24	0
NPYLR7 agonist	4	14	5	-5	19	-4
mcGAS lum	/	/	-9	/	-8	/

(25) Cc1cccc(Cc2nnc(NC(=O)N(C)Cc3ccco3)s2)c1
(26) CCN(Cc1cnn(C)c1)S(=O)(=O)c1ccc(C(C)NC(C)=O)s1 (stereo not given)
(27) CC1(C(=O)NS(=O)(=O)c2ccc(F)cc2F)CCN1C(=O)CC(c1ccccc1)c1ccccc1 (stereo not given)
(28) COCCCN(CC(=O)N1CCc2sccc2C1c1ccc(Cl)cc1Cl)S(=O)(=O)/C=C/c1ccccc1 (stereo not given)
(29) Cc1ccc(C)c(NCCn2c(C)cn3c4c(=O)n(C)c(=O)n(C)c4nc23)c1
(30) c1sc(CN2CCC3(CCOCC3)CC2)cc1CN1CCCC1
Assay by compound	25	26	27	28	29	30
hcGAS inh	-5	-6	-1	-14	-8	-5
NPYLR7 agonist	-3	1	-2	-8	2	2
mcGAS lum	/	/	-1	-4	/	/

(31) CCC(C(=O)N1CCCC1C(=O)Nc1nnc(-c2ccc(N(C)C)cc2)s1)c1ccccc1 (stereo not given)
(32) CCOc1cnn(-c2ccc(Cl)cc2)c(=O)c1Nc1cccc(C(=O)N2CCN(C)CC2)c1
(33) CC(=O)c1cccc(NC(=O)CCN2C(=O)c3cccc([N+](=O)[O-])c3C2=O)c1
(34) O=C(c1ccc(C(F)(F)F)cc1)N1CCN(c2nc(-c3ccco3)nc3cc(Cl)ccc23)CC1
(35) CCCN(CCC)C(=O)c1cnc2c(c1)c(C#N)cn2Cc1ccccc1
(36) Cc1noc(-c2cccs2)c1C(=O)NCC1COC(C)(C)O1 (stereo not given)
Assay by compound	31	32	33	34	35	36
hcGAS inh	-1	-3	-3	-2	-3	-3
NPYLR7 agonist	-2	8	-7	24	1	2
mcGAS lum	-3	-3	-4	-4	-3	-4

(37) CC(C)Oc1ccccc1C=C1C(=O)OC(c2ccccc2)OC1=O (stereo not given)
(38) Clc1ccc(/C=C/c2ncc3ccccn23)cc1
(39) CC1CN(C(=O)c2cc3ccsc3n2Cc2cccc(F)c2)CCN1C(=O)Cc1cccs1 (stereo not given)
(40) O=C(O)c1cccc(-c2cn(C3CCN(Cc4ccsc4)CC3)nn2)c1
(41) COc1ccc(/C=C2\C(=O)N(c3ccccc3)N=C2c2ccccc2)cc1OC
(42) CCOc1ccc(NC(=O)N(CCCOC)Cc2nc(C(=O)OC)cs2)cc1
Assay by compound	37	38	39	40	41	42
hcGAS inh	-7	-3	-10	-7	-1	-7
NPYLR7 agonist	2	-7	24	20	-7	-4
mcGAS lum	/	24	-10	/	-4	-4

(43) O=C(COc1ccc(Cl)cc1)NC1CCN(c2ccccc2C(=O)NCC2CCCCC2)CC1
(44) COC(=O)C1=C(C)OC(=N)C(C#N)C1c1ccc(C(C)C)cc1 (stereo not given)
(45) Cc1nc2ccc(Cl)cn2c(=O)c1NC(=O)NCc1ccccc1
(46) O=C(CC1CC2CCC1C2)N1CCN(c2ccccc2O)CC1 (stereo not given)
(47) Cc1cc(N2CCOCC2)nc(Nc2ccc(NS(=O)(=O)c3cc(C)c(C)cc3C)cc2)n1
(48) O=S(=O)(c1ccc2c(c1)nc(SCc1ccc3ccccc3c1)n2CCCN1CCOCC1)N1CCOCC1
Assay by compound	43	44	45	46	47	48
hcGAS inh	-4	2	-3	-19	-6	-5
NPYLR7 agonist	24	-4	2	2	10	22
mcGAS lum	-6	3	-8	/	/	-3

Compounds above that contain a furan ring, fused or not:
(4) CCOC(=O)c1sc(N2C(=O)C(O)=C(C(=O)c3ccco3)C2c2ccc(Cl)cc2)nc1C (stereo not given)
(6) O=C1NCCN1CCn1ccnc1-c1ccc(CO)o1
(14) COC(C(=O)N(C)Cc1ccc(C)o1)c1ccccc1 (stereo not given)
(25) Cc1cccc(Cc2nnc(NC(=O)N(C)Cc3ccco3)s2)c1
(34) O=C(c1ccc(C(F)(F)F)cc1)N1CCN(c2nc(-c3ccco3)nc3cc(Cl)ccc23)CC1
Assay by compound	4	6	14	25	34
hcGAS inh	4	-5	-3	-5	-2
NPYLR7 agonist	-3	5	3	-3	24
mcGAS lum	-1	/	/	/	-4

Continuation:
(49) COc1cccc(-n2nc(C(=O)NCc3ccc(F)cc3)c(=O)n(Cc3cccc(C)c3)c2=O)c1
(50) CCC(NC(=O)c1ccccc1Cl)C1c2cc(OC)c(OC)cc2CCN1Cc1ccccc1F (stereo not given)
(51) CCC(NC(=O)N1CCS(=O)(=O)CC1C)c1cccc(Cl)c1 (stereo not given)
(52) COc1cccc(Cn2c(=O)c(C(=O)O)nn(-c3ccc(C(F)(F)F)cc3)c2=O)c1
(53) COc1ccc(NC(=O)CCC2CCCN(Cc3csc(C(C)=O)c3)C2)c(C)c1 (stereo not given)
(54) CC1CCC2(CC1)OCC(C(=O)NC(C)c1ccccc1)N2C(=O)c1cccc(C(F)(F)F)c1 (stereo not given)
Assay by compound	49	50	51	52	53	54
hcGAS inh	-6	-5	0	4	-5	-3
NPYLR7 agonist	9	10	0	35	3	5
mcGAS lum	-4	-6	/	/	-10	-2

(55) O=C(N[C@@H]1CCCCC1NC(=O)C1CCN(S(=O)(=O)/C=C/c2ccccc2)CC1)c1ccccc1 (stereo not given in full)
(56) COc1ccc(OCC(=O)NCCOc2ccccc2)c([N+](=O)[O-])c1
(57) CC(C)NC(=O)[C@@H]1C[C@@H](N)CN1Cc1cc(C(C)C)no1
(58) COc1ccc(Cl)cc1NC(=O)CCC1CCCN(C(=O)c2ccsc2)C1 (stereo not given)
(59) CCOCCCn1c(C)c(C)n2c3c(=O)n(C)c(=O)n(C)c3nc12
(60) O=[N+]([O-])c1ccccc1N=Nc1c(O)[nH]c2ccc(Br)cc12
Assay by compound	55	56	57	58	59	60
hcGAS inh	-6	-4	-6	-2	-10	-6&-4
NPYLR7 agonist	15	6	29	15	3	-3&-10
mcGAS lum	-7	/	-18	/	-3	-6&-6

(61) COc1ccc(CN(Cc2nc(C(=O)NCC3CCCO3)co2)C(C)c2ccccc2)c(OC)c1 (stereo not given)
(62) CCCNc1nc2ccccc2nc1NS(=O)(=O)c1ccc(C)cc1C
(63) N#CC(=Cc1ccc(O)cc1)S(=O)(=O)c1cc(Br)ccc1Br
(64) Cc1cn2c3c(=O)n(CCc4ccccc4)c(=O)n(C)c3nc2n1CCCO
(65) Cc1ccc(-n2c(C(C)N(Cc3ccccc3)C(=O)c3ccc(C(C)(C)C)cc3)nc3cc(Cl)ccc3c2=O)cc1 (stereo not given)
(66) COc1ncccc1CNC(=O)c1c[nH]cc1-c1ccc(Cl)s1
Assay by compound	61	62	63	64	65	66
hcGAS inh	-4	4	-4	-5	-4	-7
NPYLR7 agonist	16	-21	7	1	/	8
mcGAS lum	-2	1	/	/	-5	/

(67) O=C(CCc1ccccc1)N1N=C(c2ccccc2)CC1c1ccco1 (stereo not given)
(68) CCCCN1C(=O)C(=Cc2c(N3CCCCC3)nc3ccc(C)cn3c2=O)SC1=S
(69) O=C(NNS(=O)(=O)c1ccc2c(c1)CCCC2)c1ccccc1O
(70) CCOc1ccccc1N1CCN(C(=O)c2cc(-c3ccccc3Cl)nn2-c2cccc(Cl)c2)CC1
(71) CCC1=C(C)CN(C(=O)NCCc2ccc(S(=O)(=O)NC(=O)NC3CCC(C)CC3)cc2)C1=O (stereo not given)
(72) Cc1ccn2c(NC3CCCCC3)c(-c3ccccc3O)nc2c1
Assay by compound	67	68	69	70	71	72
hcGAS inh	-13	-5	-5	11	-1&-2	-8&-5
NPYLR7 agonist	/	1	4	-2	-1&-4	6&-4
mcGAS lum	-8	-9	/	2	-5	-11&-5

(73) COc1ccc(-c2cc(C(=O)O)n3nc(C(C)(C)C)cc3n2)cc1
(74) Cc1ccc(C)c(C(C)NC(=O)c2ccc(CNC(N)=O)cc2)c1 (stereo not given)
(75) CCOC(=O)c1ccc(N2CN=c3sc(=Cc4cccc(Br)c4)c(=O)n3C2)cc1
(76) CC(C)c1noc(C(C)Sc2nccn2C2CC2)n1 (stereo not given)
(77) O=C1CCCC2=C1C(c1ccco1)Nc1ccc3ccccc3c12 (stereo not given)
(78) COc1ccc(CN(Cc2nc3cc(C)ccc3o2)C(=O)C(OC(C)=O)c2ccccc2)cc1 (stereo not given)
Assay by compound	73	74	75	76	77	78
hcGAS inh	7	-5	-2	-8	-2	-1
NPYLR7 agonist	-7	5	-5	2	4	3
mcGAS lum	/	/	-4	/	-4	0

(79) CCC(C)NC(=O)c1nn(-c2ccc(C(C)C)cc2)c(=O)n(Cc2cccc(C(F)(F)F)c2)c1=O (stereo not given)
(80) COCCN1CCC(C(=O)NC(Cc2ccccn2)C2CC(O)C2)CC1 (stereo not given)
(81) O=C(O)c1cc(Br)cc(S(=O)(=O)NC2CCCCC2)c1
(82) Cn1cccc1C1CCCN1Cc1cc(=O)n(C)c(=O)n1C (stereo not given)
(83) Cc1cc(C)c2nc(N(CCCN(C)C)C(=O)C3=COCCO3)sc2c1
(84) Nc1c(Cl)cc(NCN2C(=O)c3ccccc3C2=O)cc1Br
Assay by compound	79	80	81	82	83	84
hcGAS inh	-5	2	-4	-9	-4	-2
NPYLR7 agonist	-3	/	1	0	5	-9
mcGAS lum	-7	1	1	/	-7	-5

(85) CC(NC(=O)C1(c2ccc(Cl)cc2)CCC1)c1nncn1C(C)C (stereo not given)
(86) CCc1cccc2c(C(CC(=O)NCCOC)c3ccc4c(c3)OCO4)c[nH]c12 (stereo not given)
(87) C#CCOCC(O)CN(CCC(C)C)Cc1cccc(OC)c1OC (stereo not given)
(88) CCCCC(CC)C(=O)N1CCN(C(=O)CCCCSc2nnc(Cc3ccccc3)n2-c2cccc(C(F)(F)F)c2)CC1C (stereo not given)
(89) O=C(NC(C(=O)NC1CC1)C1CCN(C(=S)Nc2ccc(F)cc2)CC1)c1ccc2c(c1)OCO2 (stereo not given)
(90) Cc1cc(NCC(C)n2nc(C)cc2C)nc(N(C)C)n1 (stereo not given)
(91) COc1ccc(-n2[nH]c(C)c(C3=C(N4CCCC4)C(=O)N(c4ccc(C)cc4)C3=O)c2=O)cc1
(92) O=C(c1cccc2nccnc12)N1C[C@@H]2[C@H](C1)[C@H]1CC[C@@H]2O1
Assay by compound	85	86	87	88	89	90	91	92
hcGAS inh	-5	3	-1	-1	-7	-17	2	-6
NPYLR7 agonist	0	-4	-3	6	5	19	4	6
mcGAS lum	-15	0	-4	1	-6	/	1	-15
